Compound activity deposited in PubChem by several laboratories.
HCV core dimer = inhibitors of HCV core protein dimerization, primary screen, biochemical, TR-FRET, high-throughput; TR-FRET GST/Flag-core106 dimerization, 1536-well; inhibition, % at 5 µM; 300,000 tested, 0.33% active;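 active = inhibition above the mean of all tested compounds plus 3 SD, set per screening campaign, cut at about 45% in these data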
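Assay system – GST-tagged and Flag-tagged HCV core protein residues 1-106 · Quantity – core106 proteins, GST 13.5 nM and Flag 17 nM · Benchmarks – unlabelled core106 and no-GST-core106 wells · Read-out basis – percent inhibition of core106 dimerization signal · Detection – time-resolved FRET, ex 340 nm, em 617 and 671 nm · Schedule – 4 h at 22.5 °C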
GASC-1 inh = inhibitors of GASC-1 histone demethylase, primary screen, biochemical, fluorescence, DELFIA europium. AID 2099, 2009. Lysine-specific demethylase 4C (Homo sapiens), Q9H3R0. GST-JMJD2C(1-420) H3K9me3 demethylation. 330,000 tested, 0.069% active. inhibition, % at 2.35 µM;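 active = more than half of a compound's replicate wells show inhibition beyond 50%, single wells judged on their own value; inconclusive = some, but no more than half, of replicates pass 50% inhibition; inactive = no replicate passes 50% inhibition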;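 also: signal counts dimethyl H3K9 product captured on neutravidin plate; 0% = median of DMSO wells and 100% = 0.3 times that DMSO median; strong numbers were not always called active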
TPT1 inh = Candida albicans TPT1 enzyme inhibitors, primary screen, biochemical, fluorescence polarization; tRNA 2'-phosphotransferase TPT1 (Candida albicans SC5314); inhibition, % at 5 µM; AID 1962, 2009; recombinant caTPT1, FP RNA substrate dephosphorylation; 300,000 tested, 0.81% active;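 active = inhibition above the mean of all tested compounds plus 3 SD, set per screening campaign, cut at about 24% in these data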;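 also: plate controls were DMSO alone for no effect and ferristatin control at 100 nM for full effect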
PREPL inhibitor = PREPL enzyme inhibitors, primary screen, biochemical, fluorescence polarization; Prolyl endopeptidase-like (Homo sapiens), Q4J6C6; recombinant PREPL, fluorescence polarization activity-based probe; inhibition, % at 5.96 µM; 320,000 tested, 0.68% active; in the data active = inhibition above about 43%;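 also: 0% = enzyme with DMSO and 100% = wells lacking enzyme; many of its hits are not listed in these tables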
Target sequence (Q4J6C6 whole entry, looked up): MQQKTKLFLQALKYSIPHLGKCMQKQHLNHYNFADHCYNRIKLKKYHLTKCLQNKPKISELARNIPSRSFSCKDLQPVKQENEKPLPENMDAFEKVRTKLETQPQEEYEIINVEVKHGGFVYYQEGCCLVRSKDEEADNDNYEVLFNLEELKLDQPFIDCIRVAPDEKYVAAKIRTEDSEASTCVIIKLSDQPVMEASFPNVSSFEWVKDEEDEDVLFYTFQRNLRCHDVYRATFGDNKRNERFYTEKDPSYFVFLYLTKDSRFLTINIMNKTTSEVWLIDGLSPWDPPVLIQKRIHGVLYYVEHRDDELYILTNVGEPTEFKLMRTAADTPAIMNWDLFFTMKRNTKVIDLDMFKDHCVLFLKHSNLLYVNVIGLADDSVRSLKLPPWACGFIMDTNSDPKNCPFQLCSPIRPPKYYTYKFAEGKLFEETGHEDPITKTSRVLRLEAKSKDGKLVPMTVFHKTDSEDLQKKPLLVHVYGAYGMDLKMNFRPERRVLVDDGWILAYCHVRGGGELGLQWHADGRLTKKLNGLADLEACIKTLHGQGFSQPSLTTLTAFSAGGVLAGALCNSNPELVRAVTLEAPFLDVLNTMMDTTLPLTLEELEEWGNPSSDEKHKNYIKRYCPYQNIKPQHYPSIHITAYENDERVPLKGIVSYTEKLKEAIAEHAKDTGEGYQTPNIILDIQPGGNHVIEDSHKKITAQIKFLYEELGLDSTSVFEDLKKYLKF
PP1 inh = PP1-alpha phosphatase inhibitors, primary screen, counter-screen for PP5 inhibitor project, biochemical, fluorescence, OMFP substrate, single point. purified PP1alpha. inhibition, % at 6.7 µM. 320,000 tested, 0.9% active;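 active = inhibition above the mean inhibition of all tested compounds plus 3 SD, computed separately for each screening campaign, cut at about 15% in these data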
Target sequence (P62136 whole entry, looked up): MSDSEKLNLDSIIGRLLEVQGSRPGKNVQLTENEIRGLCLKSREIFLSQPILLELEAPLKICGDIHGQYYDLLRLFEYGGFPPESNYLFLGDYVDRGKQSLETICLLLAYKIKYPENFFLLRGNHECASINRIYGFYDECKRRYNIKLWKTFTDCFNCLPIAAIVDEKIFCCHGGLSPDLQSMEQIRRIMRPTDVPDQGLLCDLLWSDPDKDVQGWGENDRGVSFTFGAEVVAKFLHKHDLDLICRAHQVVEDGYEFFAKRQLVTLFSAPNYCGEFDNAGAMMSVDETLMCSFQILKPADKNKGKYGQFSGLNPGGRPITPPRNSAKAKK
Fh CTSL1 inh = Fasciola hepatica cathepsin L1 inhibitors, primary screen, counter-screen for PFM18AAP inhibitor project, biochemical, QFRET, fluorogenic peptide substrate | recombinant F. hepatica cathepsin L1, Z-Leu-Arg-MCA fluorescence | inhibition, % at 5.96 µM | 300,000 tested, 0.49% active;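 active = inhibition above the mean of all tested compounds plus 3 SD, set per screening campaign, cut at about 17% in these data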;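 also: 0% = plate median of test compound wells and 100% = 1 µM Z-Phe-Ala-diazomethylketone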
LYPLA2 inh = LYPLA2 inhibitors, primary screen, counter-screen for PME1 inhibitor project, biochemical, fluorescence polarization, FP-Rh probe ABPP; recombinant LYPLA2; inhibition, % at 5.9 µM; 320,000 tested, 0.38% active; AID 2177, 2009;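 active = inhibition above the screen-wide mean plus 3 SD, limit set per campaign, cut at about 26% in these data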;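 also: 0% = LYPLA2 with DMSO and 100% = wells lacking LYPLA2 enzyme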
Efflux pump inh = inhibitors of Candida efflux pumps in yeast, primary screen, S. cerevisiae, Nile Red, multiplex. inhibition, % at 10 µM. 330,000 tested, 0.44% active. S. cerevisiae Candida pump triplex;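 active = plate passing quality check with inhibition over a set limit, or well fluorescence over plate mean plus 4 SD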;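 also: Nile Red retained in pooled yeast measured as flow cytometry median fluorescence; 0% = buffer negative control and 100% = Enniatin B positive control; higher means more Nile Red kept so more efflux inhibition; some compounds called inactive have numbers as strong as hits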
PP5 inh = PP5 phosphatase inhibitors, primary screen, biochemical, fluorescence | Serine/threonine-protein phosphatase 5 (Homo sapiens), P53041 | purified PP5c, OMFP substrate fluorescence | inhibition, % at 6.7 µM | 320,000 tested, 0.18% active;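 active = inhibition above the campaign's mean inhibition across all tested compounds plus 3 SD, cut at about 9.5% in these data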;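 also: 0% = DMSO only and 100% = 100 µM cantharidin control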
* hit, by the source's call; ? = inconclusive; . = no result given; & = joins results of further samples. An excerpt (hit frequency here may not be typical).

SMILES | HCV core dimer | GASC-1 inh | TPT1 inh | PREPL inhibitor | PP1 inh | Fh CTSL1 inh | LYPLA2 inh | Efflux pump inh | PP5 inh
C=CCNC(=O)c1onc(CSc2cccc(C)c2)c1C(=O)O | -10.1 | -6.7 | -3.3 | 9.1 | -0.6 | -0.9 | 8.4 | -0.1 | -0.2
CC1CCCC(C)N1C(=O)COc1ccccc1F (stereo not given) | 1.6 | -8.1 | 0.6 | -10.4 | -2.1 | -4.7 | 0.5 | 0.3 | 0.3
O=C(CSc1ncn(-c2ccccc2)n1)Nc1nc(-c2ccccc2)cs1 | 0.3 | -9.0 | -1.3 | -73.7 | 4.1 | 0.0 | -5.3 | 0.0 | 3.6
O=C1C2C3C=CC(C4CC34)C2C(=O)N1/N=C/c1c[nH]c2ccccc12 (stereo not given) | 1.4 | -5.1 | 5.5 | -1.9 | -2.7 | 5.0 | 3.9 | 0.0 | -0.9
CC(C)CNC(=O)C1c2ccccc2Oc2ccccc21 | 2.7 | 4.9 | 1.2 | -3.2 | 4.8 | 1.2 | -3.3 | -0.1 | 2.7
CC1CCN(CC(=O)Nc2cccc(C(=O)Nc3cccc(C(F)(F)F)c3)c2)CC1 | 2.1 | -5.5 | 0.3 | -6.9 | 0.1 | 4.0 | -14.8 | 0.1 | 8.0
CCCC(=N)C1=C(O)CC(CC(C)SCC)CC1=O (stereo not given) | -5.7 | -5.0 | 0.7 | 1.8 | -3.3 | -3.8 | -3.3 | 0.2 | -0.4
CC(C)N(Cc1nnc(-c2ccccc2Br)o1)C(=O)c1cc(Cl)nc2ccccc12 | . | -1.1 | . | -38.6 | -0.3 | . | -4.0 | -0.1 | 1.3
COCCN(C(=O)CSc1cc(C)c2ccccc2n1)c1c(N)n(CC(C)C)c(=O)[nH]c1=O | . | 5.0 | . | 11.4 | -5.8 | . | 1.9 | -0.1 | 1.0
O=C1CCCN2N=C(SCC(=O)Nc3ccc([N+](=O)[O-])cc3)SC2=N1 | 25.3 | -9.6 | -1.7 | -2.7 | -1.1 | 5.6 | -0.5 | -0.2 | 1.4
CC(C(=O)Nc1cc(Cl)cc(Cl)c1)N1CCCC1 (stereo not given) | -11.8 | -14.1 | -1.4 | -4.8 | -0.2 | -0.4 | 7.1 | -0.1 | 0.2
CCCn1nc(NC(=O)c2ccncc2)c2cc3ccccc3nc21 | -28.8 | 4.2 | -1.2 | -4.0 | 1.1 | 1.2 | -6.6 | -0.1 | 0.2
CCOC(=O)c1cnc(SC)nc1NCCOC | -5.9 | 4.5 | -2.5 | 15.6 | 1.7 | 0.9 | 1.0 | 0.0 | 0.0
CC(C)CC(c1nnnn1C1CCCCC1)N1CCN(c2ncccn2)CC1 (stereo not given) | 6.8 | -8.0 | 0.4 | 10.3 | -5.5 | -1.2 | -12.2 | 0.0 | 2.6
CCCCCCNC(=O)C(C#N)c1nc2ccccc2nc1N1CCCC1 (stereo not given) | 11.1 | 5.7 | 63.0* | 1.6 | -1.7 | -1.0 | -9.0 | 0.3 | 0.6

A section of the results above, for reference:
SMILES | HCV core dimer | GASC-1 inh | TPT1 inh | PREPL inhibitor | PP1 inh | Fh CTSL1 inh | LYPLA2 inh | Efflux pump inh | PP5 inh
C=CCNC(=O)c1onc(CSc2cccc(C)c2)c1C(=O)O | -10.1 | -6.7 | -3.3 | 9.1 | -0.6 | -0.9 | 8.4 | -0.1 | -0.2
CC1CCCC(C)N1C(=O)COc1ccccc1F (stereo not given) | 1.6 | -8.1 | 0.6 | -10.4 | -2.1 | -4.7 | 0.5 | 0.3 | 0.3
O=C(CSc1ncn(-c2ccccc2)n1)Nc1nc(-c2ccccc2)cs1 | 0.3 | -9.0 | -1.3 | -73.7 | 4.1 | 0.0 | -5.3 | 0.0 | 3.6

Following part:
SMILES | HCV core dimer | GASC-1 inh | TPT1 inh | PREPL inhibitor | PP1 inh | Fh CTSL1 inh | LYPLA2 inh | Efflux pump inh | PP5 inh
COc1ccc(S(=O)(=O)Nc2cccc(-c3ccc(N4CCCCCC4)nn3)c2)cc1OC | 27.7 | 2.2 | 0.1 | -0.9 | 3.6 | -1.7 | -22.1 | 0.1 | 7.4
COc1ccc(S(=O)(=O)N2CCC3(CC2)OCCN3S(=O)(=O)c2c(C)cc(C)cc2C)cc1 | 2.2 | -6.7 | -4.0 | -3.2 | -1.5 | -0.5 | -0.8 | 0.0 | 2.9
O=P(O)(CN1CCCCCC1)C1Cc2ccccc2C1 | -2.4 | 6.1 | -7.6 | 1.5 | -3.0 | 2.8 | -0.1 | 0.1 | -2.8
CCc1ccc(C(=O)COC(=O)c2nn(C)c(=O)c3ccccc23)cc1 | -1.1 | 9.6 | 1.5 | -7.2 | -3.0 | -5.2 | 9.4 | 0.1 | 0.6
NS(=O)(=O)c1cc2c(cc1Cl)NC(C(Cl)Cl)NS2(=O)=O (stereo not given) | 1.0 | 10.3&-2.9 | -0.8 | 3.8 | -4.0 | -0.8 | 9.1 | 0.2 | 2.6
COC(=O)c1ccc2nc(Nc3nc4ccc(F)cc4s3)sc2c1 | 1.1 | 0.4 | 4.0 | -0.9 | 9.8 | 10.3 | -14.2 | -0.4 | 1.0
COc1ccc(NC(=O)c2cc(=O)[nH]c(=O)[nH]2)cc1S(=O)(=O)Nc1ccccc1Cl | -7.8 | -16.7 | 10.9 | 4.3 | -2.4 | -4.1 | 5.1 | -0.1 | 0.5
Cc1c(NC(=O)CCSc2ccc(Cl)cc2)c(=O)n(-c2ccccc2)n1C | 2.1 | -22.1 | 0.9 | 27.8 | -1.1 | -1.7 | 8.9 | -0.1 | -0.6
CCOC(=O)c1cc(S(=O)(=O)Nc2ccc(F)cc2F)cn1C | 4.7 | 3.3 | -2.0 | -6.0 | -5.5 | 0.5 | 2.9 | -0.1 | 0.6
CCc1ccc(NC(=O)CC2C(=O)N(c3ccc(C)cc3)C(=O)N2C2CC2)cc1 (stereo not given) | -0.7 | 0.9 | -1.1 | -7.6 | 0.5 | -3.6 | 9.5 | -0.1 | -0.1
O=C(c1ccccc1)C(CCC(CN1CCOCC1)C(=O)c1ccccc1)CN1CCOCC1 (stereo not given) | -5.4 | -17.0 | -4.2 | 4.5 | 3.8 | 6.7 | 1.7 | 0.2 | -0.2
Cc1cc(C)c(NC(=O)CC(=O)c2ccccc2)c(Cl)c1 | -0.4 | 19.3 | 0.9 | 9.3 | -0.1 | -7.1 | -15.6 | 0.2 | 2.1
Cc1cccc(C)c1OCc1cc(C(=O)N2CCCC2c2nonc2C)no1 (stereo not given) | 5.0 | 1.9 | 1.5 | 24.0 | -7.4 | -0.9 | -7.0 | 2.5 | 4.8
O=C(COC(=O)c1cc[n+]([O-])cc1)NCC12CC3CC(CC(C3)C1)C2 | 3.6 | -2.8 | 1.4 | -2.0 | -1.3 | -1.4 | -4.0 | -0.1 | 2.2
Cc1ccc(C)c(NC(=S)c2nc3ccccc3s2)c1 | 0.4 | 0.2 | 3.4 | -2.0 | -0.6 | 0.6 | -4.2 | -0.1 | 0.0
O=C(c1cccc(N2CCCC2=O)c1)N1CCN(c2cccc(Cl)c2)CC1 | 2.8 | 10.5 | 1.8 | 23.0 | -2.6 | 3.6 | 2.5 | 0.1 | 1.9
CC1CCCN(C(=O)C(=O)c2cn(CC(=O)N3CCCCCC3)c3ccccc23)C1 (stereo not given) | 6.0 | -1.8 | -6.5 | 1.6 | -6.3 | 0.5 | -1.9 | 0.2 | -1.3
CCOC(=O)N1CCN(Cc2nc3cc(NC(=O)C(C)C)ccc3n2CC)CC1 | -1.4 | -3.1 | -3.4 | 2.1 | -0.1 | -1.2 | -6.0 | 0.2 | 1.6
COCCCn1c(Cc2csc(Nc3cccc(Cl)c3)n2)nnc1SCC(=O)OC | 10.8 | 20.4 | 2.8 | 13.8 | -3.4 | -0.7 | -8.0 | 0.0 | 5.0
COC(=O)c1cc2ccccc2n1Cc1ccc(Cl)nc1 | -4.3 | 16.4 | 0.8 | 1.5 | -3.2 | -1.8 | -6.9 | 0.0 | 1.2
Cc1ccc(-n2c3c(cc(C(=O)NC4CCSC4=O)c2=O)C(=O)CCC3)cc1 (stereo not given) | 0.4 | 6.1 | 1.7 | 0.3 | -0.9 | -1.6 | 0.9 | -0.2 | 3.7
C=CCSC1=N/C(=C/c2ccsc2)C(=O)N1c1ccccc1 | -0.1 | 10.8 | 0.3 | 0.6 | -1.8 | 4.4 | -5.0 | 0.8 | -1.4
COc1ccc(NC(=O)COc2ccccc2C)cc1S(=O)(=O)N1CCCCC1 | 3.4 | 4.6 | 0.5 | 21.9 | -3.5 | -10.6 | 1.7 | 0.0 | 3.7
CN(C(=S)NC(=O)CCCOc1ccc(Cl)cc1Cl)c1ccccc1 | -0.1 | 5.6 | 3.4 | -12.1 | -3.2 | 0.6 | -4.8 | -0.1 | -0.3
Nc1cc(=O)[nH]c(SCC(=O)NNC(=O)c2ccccc2)n1 | -1.3 | ? | 3.1 | 16.6 | -1.6 | 6.5 | 1.7 | 0.3 | 2.8
O=C(Nc1nc2ccccc2n1CCOc1ccc(Cl)cc1)c1ccco1 | 11.7 | -7.9 | -1.8 | -77.4 | 3.8 | 3.3 | -6.7 | -0.2 | 0.6
Clc1cccc(CSc2nnc([C@@H]3CCCN3)o2)c1 | -0.1 | 18.1 | 2.5 | 3.1 | 0.7 | 2.7 | 3.3 | -0.1 | -1.2
CCC(CC)CN1CCN=C1Nc1ccccc1 | -13.5 | -3.7 | -0.5 | -8.6 | 4.2 | -0.8 | -6.1 | -0.1 | 3.8
O=C(NC1CCCC1)C(c1ccncc1)N(C(=O)c1csnn1)c1ccccc1F (stereo not given) | -0.4 | 0.8 | -1.0 | 5.2 | 0.0 | 0.0 | 9.0 | 0.0 | 0.4
COc1cccc(C2CC(c3ccccc3)n3ncnc3N2)c1 (stereo not given) | -2.5 | 3.7 | -7.2 | -25.7 | -2.7 | 1.3 | 4.3 | 0.2 | 1.9
O=S(=O)(NCc1ccccc1)c1ccc(S(=O)(=O)N2CCCCC2)cc1 | 0.7 | 5.4 | -3.7 | 4.1 | 2.2 | -0.4 | 6.2 | -0.1 | 0.1
CCOC(=O)C1CCCN(c2c(NCCN3CCCCC3C)c(=O)c2=O)C1 (stereo not given) | -7.0 | 22.1 | 0.3 | 3.9 | 0.3 | 0.2 | 1.6 | -0.1 | 0.0
O=S(=O)(NC1CCCCC1)c1cccs1 | 6.0 | -2.5 | 0.2 | 3.1 | -0.4 | 4.8 | -4.0 | -0.6 | 0.2
CCOC(=O)C(CC)n1cnc2c(nnn2-c2ccc(F)cc2)c1=O (stereo not given) | 7.7 | 21.4 | 0.5 | 6.8 | -2.9 | -2.1 | 0.2 | 0.0 | 0.9
CC(=O)Nc1ccc(NC(=O)C(NS(=O)(=O)c2ccc3c(c2)OCCO3)C(C)C)cc1 (stereo not given) | . | -0.1 | . | 8.7 | -1.0 | . | 3.6 | -0.1 | 3.7
